# Bioassay records from PubChem.
# PostGolgi ctrl = growth inhibition of yeast control strain, primary screen, counter-screen for post-Golgi transport modulator project. efflux-deficient yeast background strain, growth absorbance A615, 16 h. inhibition, % at 10 µM. actives 5% (n = 98,000). AID 738, 2007
# S1P2 agonist = S1P2 receptor agonists, primary screen, cell-based | actives 0.46% (n = 97,000) | activation, % at 4.5 µM | S1P2-expressing cell line, agonist reporter read-out; in the data active = activation above about 16%;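 also: 0% = vehicle low control and 100% = maximal reference agonist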
# Target sequence (O95136 whole entry, looked up): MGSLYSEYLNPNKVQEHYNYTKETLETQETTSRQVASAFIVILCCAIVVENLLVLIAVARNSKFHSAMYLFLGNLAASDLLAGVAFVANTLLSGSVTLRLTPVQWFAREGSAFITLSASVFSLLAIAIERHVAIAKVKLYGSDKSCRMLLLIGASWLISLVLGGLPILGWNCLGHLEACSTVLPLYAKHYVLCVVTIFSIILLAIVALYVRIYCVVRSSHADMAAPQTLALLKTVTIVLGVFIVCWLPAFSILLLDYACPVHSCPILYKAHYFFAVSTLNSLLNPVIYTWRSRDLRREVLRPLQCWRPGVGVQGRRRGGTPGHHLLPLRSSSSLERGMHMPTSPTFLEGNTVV
# CYP2C19 inhib = blockers of cytochrome P450 2C19 activity – biochemical, luminescence, ADME assay, primary screen; CYP2C19 Supersomes, luciferin-H EGE luminescence, 30 min; P33261; AID 778, 2007; inhibition, % at 5 µM; actives 21% (n = 96,000);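 active = CYP2C19 inhibition above a set limit at 5 µM in the primary screen, cut at about 50% in these data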;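 also: plate controls were negative control wells for no effect and 2.5 mM tranylcypromine positive control for full effect; values of inactives mirror those of a sister screen read the other way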
# CYP2C19 act = human CYP2C19 activators, primary screen, biochemical, luminescence; Cytochrome P450 2C19 (Homo sapiens), P33261; recombinant CYP2C19, luciferin-H EGE luminescence; active compounds read high; 0 = fully inhibited enzyme, 1 = untreated enzyme; activation factor at 5 µM; 96,000 tested, under 10 active;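 active = activation factor of at least 2 at 5 µM in the primary screen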;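 also: 0 = wells with 2.5 mM tranylcypromine and 1 = vehicle-only wells; values of inactives mirror those of a sister screen read the other way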
# DAT uptake mod = changed hDAT dopamine uptake under cocaine IC80, either direction, primary screen, cocaine antagonist project, cell-based, LLC-PK1 hDAT, [14C]-dopamine uptake, MLSMR; LLC-PK1 hDAT cells, [14C]-dopamine uptake with cocaine IC80; actives deviate in either direction; B-score at 10 µM; Sodium-dependent dopamine transporter (Homo sapiens), Q01959; actives 1.3% (n = 110,000);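 active = Z score or B-score, a plate-position-corrected score, falls beyond the plate's 99.7% confidence bounds, in either direction; inactive = both scores lie inside the 99.7% bounds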;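 also: scored against the spread of the other compound wells on the same plate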
# Target sequence (Q01959 whole entry, looked up): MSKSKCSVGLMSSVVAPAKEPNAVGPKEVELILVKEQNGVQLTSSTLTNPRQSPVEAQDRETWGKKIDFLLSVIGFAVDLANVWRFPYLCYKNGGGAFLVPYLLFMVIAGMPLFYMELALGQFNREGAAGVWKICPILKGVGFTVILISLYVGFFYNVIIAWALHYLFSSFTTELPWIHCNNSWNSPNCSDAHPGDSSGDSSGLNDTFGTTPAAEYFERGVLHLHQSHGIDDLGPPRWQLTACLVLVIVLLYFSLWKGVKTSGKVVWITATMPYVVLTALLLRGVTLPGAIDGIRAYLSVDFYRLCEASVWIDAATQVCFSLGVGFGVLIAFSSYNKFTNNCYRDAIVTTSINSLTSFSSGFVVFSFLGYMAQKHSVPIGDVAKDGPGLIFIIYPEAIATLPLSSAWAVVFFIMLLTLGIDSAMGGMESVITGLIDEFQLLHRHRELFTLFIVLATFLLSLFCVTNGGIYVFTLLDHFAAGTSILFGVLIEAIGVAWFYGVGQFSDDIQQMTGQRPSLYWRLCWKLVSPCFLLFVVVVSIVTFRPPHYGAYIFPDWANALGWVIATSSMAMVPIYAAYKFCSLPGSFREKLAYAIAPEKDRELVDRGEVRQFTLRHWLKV
# S1P2 antag = human S1P2 receptor antagonists, primary screen, cell-based | Sphingosine 1-phosphate receptor 2 (Homo sapiens), O95136 | cell-based S1P2 antagonist assay, inhibition at 5 uM | inhibition, % at 5 µM | actives 0.21% (n = 97,000) | AID 736, 2007; in the data active = inhibition above about 45%;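 also: CRE beta-lactamase reporter cells expressing human S1P2 stimulated with S1P; 0% = agonist at EC80 alone and 100% = agonist plus reference antagonist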
# PostGolgi yeast = phenotypic screen on post-Golgi transport, primary screen. post-Golgi transport phenotypic cell assay. inhibition, % at 10 µM. actives 0.9% (n = 98,000). AID 739, 2007;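 also: yeast cells grown in 1536-well plates; yeast grown about 18 h at 30C before absorbance read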
# sEH inhibitor = soluble epoxide hydrolase inhibitors, primary screen, biochemical, human sEH; inhibition, % at 2 µM; actives 0.34% (n = 91,000); recombinant human sEH enzymatic activity assay; AID 707, 2007; in the data active = inhibition above about 80%; also: values of inactives mirror those of a sister screen read the other way; many of its hits are not listed in these tables
# sEH activator = soluble epoxide hydrolase activators, primary screen, biochemical, human sEH. Bifunctional epoxide hydrolase 2 (Homo sapiens), P34913. purified human sEH enzymatic activity, activator screen. activation, % at 2 µM. actives 0.04% (n = 91,000); in the data active = activation above about 37%; also: values of inactives mirror those of a sister screen read the other way
# * hit, by the source's call; · = not tested or not shown. Rule as the data show it, unless noted: active = inhibition above about 30%; inactive = the rest.
SMILES,PostGolgi ctrl,S1P2 agonist,CYP2C19 inhib,CYP2C19 act,DAT uptake mod,S1P2 antag,PostGolgi yeast,sEH inhibitor,sEH activator
CCN(CC)CP(=O)(c1ccccc1)c1ccccc1,-5,-9,-10,1.1,0.4,3,-1,·,·
O=S(=O)(c1ccc(Cl)nc1)N1CCN(Cc2ccc3c(c2)OCO3)CC1,-2,-2,63*,0.4,-0.45,-13,22,-2,2
Cc1ccc(S(=O)(=O)N(CC(=O)N/N=C/c2cccc(C)c2)c2cccc3cccnc23)cc1,2,-3,-11,1.1,-0.13,7,-5,-7,9
Cc1nc2ncnn2c(C)c1CCC(=O)N1CCOCC1,-12,-6,-14,1.1,-0.37,2,2,13,-12
O=C(Nc1ncc2c(n1)CC(c1ccccc1)CC2=O)c1ccco1 (centres undefined),-7,-4,·,·,-1,17,10,·,·
CCN=C(NCC)SC1CC(=O)N(c2cccc(OC)c2)C1=O (centres undefined),-2,·,79*,0.2,0.085,·,-2,·,·
COc1ccc(-c2cc(-c3ccccc3)n3ncnc3n2)cc1,8,-5,28,0.7,1.5,13,5,6,-4
CCOc1cc(/C=N/O)cc(Cl)c1OC,17,-9,6,0.9,0.11,0,-10,14,-15
CC(=O)N/C(=C/c1ccc(Cl)cc1)C(=O)NCCc1c[nH]c2ccccc12,17,-29,29,0.7,·,14,6,4,-2
CC1CC(=O)C2=C(C1)Nc1ccccc1N(C(=O)COc1ccccc1)C2c1ccco1 (centres undefined),1,-9,56*,0.4,2.6,27,-6,-9,11
CN(C)S(=O)(=O)c1ccc2oc(SCC(=O)NCC(F)(F)F)nc2c1,-2,-5,15,0.9,-0.026,13,-4,-20,19
CC1(C)CC2CC(C)(CN2S(=O)(=O)c2ccc(C(=O)Nc3ccc(Cl)c(S(=O)(=O)N4CCOCC4)c3)cc2)C1 (centres undefined),2,-2,47,0.5,1.1,12,5,26,-27
Cc1ccc(NC(=O)CCC(=O)OCC(=O)c2ccc(-c3ccccc3)cc2)cc1,-2,-5,·,·,-0.71,7,1,-6,5
Cc1ccccc1NC(=S)N(CCN(C)C)C(C)c1ccccn1 (centres undefined),12,0,7,0.9,-0.42,-2,11,-5,2
CC1Cc2cc(/C(O)=C3\C(=O)C(=O)N(CCN(C)C)C3c3ccccc3F)ccc2O1 (centres undefined),-10,0,-4,1,-0.44,-2,18,-10,8
CCSc1nnc([C@H](C)NC(=O)OC(C)(C)C)o1,-6,-13,42,0.6,-0.49,14,-3,4,-2
CC1(C)Cc2ccccc2C(=O)N1,1,-2,-21,1.2,-1.1,4,-4,1,0
O=C(c1cc(Cl)nc2ccccc12)N1CCCCC1,-5,-5,19,0.8,-0.89,-2,-1,8,-5
CCN(CC)C(=O)CN(C)S(=O)(=O)c1cccc2nsnc12,3,2,-8,1.1,-0.52,20,-8,6,-6
Brc1ccc(-c2cnnc(N3CCCC3)n2)cc1,13,-2,49,0.5,0.3,8,-1,8,-9
Fc1ccc(C(c2nnnn2C2CCCC2)N(Cc2ccco2)CC2CCCO2)cc1 (centres undefined),27,-1,38,0.6,-0.065,-13,10,-2,4
O=c1cc(O)sc2ccccc12,3,-14,5,1,0.66,10,-6,6,-5
Cc1ccc(C)n1-c1ccccc1N,·,-6,·,·,-0.73,8,·,8,-4
O=C(CSc1nnc(Cc2ccccc2)n1Cc1ccco1)NC12CC3CC(CC(C3)C1)C2,18,1,37,0.6,0.41,-15,-8,17,-15
CN(C)CC(C)(C)CNS(=O)(=O)c1cccc(Cl)c1Cl,11,1,77*,0.2,0.041,-2,0,-1,3
Cc1ccc2c(CC(=O)N3CCc4ccccc43)coc2c1,5,-3,79*,0.2,0.57,8,-16,0,0
O=C(Nc1nnc(-c2ccc3c(c2)CCCC3)o1)C1CCCCC1,0,-6,19,0.8,2.3,-2,-1,0,3
CCCC(=O)Nc1ccc(Cl)c(NC(=O)c2cccnc2Cl)c1,3,-4,2,1,0.0074,2,45*,2,1
CCCCn1c(NC(=O)CC)c(C#N)c2nc3ccccc3nc21,8,-2,21,0.8,0.28,9,9,-6,6
Cc1ccc(CC2CC(=O)N(c3ccc4c(c3)OCCO4)C2=O)cc1 (centres undefined),12,-4,63*,0.4,-0.59,-6,6,·,·
O=C(c1ccc(Cl)cc1)c1coc2ccc(O)cc12,28,-5,9,0.9,-0.78,2,-3,-4,2
COC(=O)C(NS(C)(=O)=O)(c1c(C)[nH]c2ccccc12)C(F)(F)F (centres undefined),1,-5,64*,0.4,·,0,-3,-6,8
CCOC(=O)C1(CC)NC(c2ccc(N(C)C)cc2)C2C(=O)N(C)C(=O)C21 (centres undefined),8,-1,-17,1.2,-0.36,4,-2,-6,5
CC(C)C(=O)OCC(=O)Nc1ccc2c(c1)CCC2,4,-10,17,0.8,0.47,-5,7,5,-2
COc1cc(C(=O)O)cc(OC)c1OCc1cc(C(=O)O)oc1C,0,-2,5,0.9,-1.6,22,20,-2,2
O=C(CN1CC(c2ccccc2)CC1=O)OCc1ccccc1F (centres undefined),3,-5,88*,0.1,0.15,-10,-1,2,-3
CCC1(C(=O)O)NC(c2cccc(OC)c2O)C2C(=O)N(c3ccccc3)C(=O)C21 (centres undefined),3,·,-16,1.2,0.81,·,1,·,·
CC(=O)C1=C(C)NC(=O)NC1c1ccccc1 (centres undefined),11,-8,-3,1,-0.33,-11,-8,8,-7
CC1=C(C(=O)N2CCOCC2)C(c2cccs2)NC(=O)N1 (centres undefined),13,-7,-11,1.1,-1.1,6,2,-10,10
COc1ccc(S(=O)(=O)CCC(=O)N2c3ccccc3CC2C)cc1 (centres undefined),5,·,38,0.6,0.22,·,4,·,·
CC1=CC(=O)C=C(C)C1=NOS(=O)(=O)c1ccccc1,6,-9,33,0.7,-0.7,8,2,5,-3
CCSc1nnc(-c2ccc(S(=O)(=O)N3CCOCC3)cc2)n1CC1CCCO1 (centres undefined),19,-11,-2,1,0.016,6,14,6,-5
CCN(CC)/C(=N/S(=O)(=O)c1ccc(C)cc1)c1ccccc1,2,-5,57*,0.4,0.017,0,13,-4,3
CCS(=O)(=O)c1ccc(-c2csc(-c3ccccc3)n2)c(Cl)c1Cl,9,-4,16,0.8,-0.0072,1,-5,-20,18
O=C(NCc1ccccn1)c1ccc2nc(-c3ccco3)c(-c3ccco3)nc2c1,11,·,44,0.6,-0.033,·,3,·,·
CCC(CC)C(=O)NCc1ccccc1OC,11,-4,22,0.8,0.18,2,5,-5,6
CN(C(=O)COC(=O)c1ccc(Cl)cc1N)C1CCS(=O)(=O)C1 (centres undefined),3,-6,-33,1.3,0.83,12,2,-4,2
Cc1nn(C)c(C)c1S(=O)(=O)N1CCC(C(=O)NCC2COc3ccccc3O2)CC1 (centres undefined),9,-8,12,0.9,-0.85,-2,-4,·,·
CC(C)=C1C2CCC1C1C(=O)N(NC(=O)COc3ccc(C(C)(C)C)cc3)C(=O)C21 (centres undefined),25,-1,12,0.9,0.85,2,-8,0,3
CCOC(=O)C(/C=C(\C#N)C(=O)OCC)=C(/N)N1CCN(c2ccc(Cl)cc2)CC1,-8,-4,18,0.8,0.94,16,-4,16,-14
Cc1cc(C)c(S(=O)(=O)NCC(=O)O)cc1C,12,-6,-8,1.1,0.35,-9,-5,4,-2
CCCNS(=O)(=O)c1ccc(CCC(=O)NCc2cccnc2)cc1,4,-4,22,0.8,0.44,-13,5,10,-7
C=CCN(CC(=O)Nc1c(C)cccc1CC)C(=O)SCCC,-3,0,65*,0.4,1,-1,4,1,2
C/C(=C\C(=O)c1cccnc1)Nc1ccc(C)c(C)c1,1,-7,37,0.6,0.34,-9,13,4,-4
Cc1c(C(=O)NCCC2=CCCCC2)oc2ccc(S(=O)(=O)N3CCOCC3)cc12,2,-8,19,0.8,1.8,22,-12,·,·
Cc1ccc(C2=NN(S(C)(=O)=O)C(c3cccs3)C2)cc1 (centres undefined),-6,-4,99*,0,0.0088,1,2,·,·
COc1ccc(CN(CCN2CCOCC2)C(=O)c2c(F)cccc2F)cc1OC,3,-6,52*,0.5,-0.28,0,-3,1,-1
C/C(=C1/SC(=S)N(CCC(=O)O)C1=O)c1ccc(O)cc1,24,-6,-10,1.1,-0.036,-9,-6,6,-8
c1ccc(CSc2nnnn2-c2ccc3c(c2)OCCO3)nc1,-1,-5,90*,0.1,-0.2,-6,4,-2,1
COC(=O)c1cc2c(=O)n3ccccc3nc2n(C(C)C)c1=N,·,19*,·,·,·,-32,·,-10,7

# Laid out differently: results already given.
molecule | PostGolgi ctrl | S1P2 agonist | CYP2C19 inhib | CYP2C19 act | DAT uptake mod | S1P2 antag | PostGolgi yeast | sEH inhibitor | sEH activator
Cc1nn(C)c(C)c1S(=O)(=O)N1CCC(C(=O)NCC2COc3ccccc3O2)CC1 (centres undefined) | 9 | -8 | 12 | 0.9 | -0.85 | -2 | -4 | · | ·
CC(C)=C1C2CCC1C1C(=O)N(NC(=O)COc3ccc(C(C)(C)C)cc3)C(=O)C21 (centres undefined) | 25 | -1 | 12 | 0.9 | 0.85 | 2 | -8 | 0 | 3
CCOC(=O)C(/C=C(\C#N)C(=O)OCC)=C(/N)N1CCN(c2ccc(Cl)cc2)CC1 | -8 | -4 | 18 | 0.8 | 0.94 | 16 | -4 | 16 | -14
Cc1cc(C)c(S(=O)(=O)NCC(=O)O)cc1C | 12 | -6 | -8 | 1.1 | 0.35 | -9 | -5 | 4 | -2
CCCNS(=O)(=O)c1ccc(CCC(=O)NCc2cccnc2)cc1 | 4 | -4 | 22 | 0.8 | 0.44 | -13 | 5 | 10 | -7
C=CCN(CC(=O)Nc1c(C)cccc1CC)C(=O)SCCC | -3 | 0 | 65* | 0.4 | 1 | -1 | 4 | 1 | 2
C/C(=C\C(=O)c1cccnc1)Nc1ccc(C)c(C)c1 | 1 | -7 | 37 | 0.6 | 0.34 | -9 | 13 | 4 | -4
Cc1c(C(=O)NCCC2=CCCCC2)oc2ccc(S(=O)(=O)N3CCOCC3)cc12 | 2 | -8 | 19 | 0.8 | 1.8 | 22 | -12 | · | ·
Cc1ccc(C2=NN(S(C)(=O)=O)C(c3cccs3)C2)cc1 (centres undefined) | -6 | -4 | 99* | 0 | 0.0088 | 1 | 2 | · | ·
COc1ccc(CN(CCN2CCOCC2)C(=O)c2c(F)cccc2F)cc1OC | 3 | -6 | 52* | 0.5 | -0.28 | 0 | -3 | 1 | -1
C/C(=C1/SC(=S)N(CCC(=O)O)C1=O)c1ccc(O)cc1 | 24 | -6 | -10 | 1.1 | -0.036 | -9 | -6 | 6 | -8

# Rewritten with bars between the fields: entries from further up
smiles | PostGolgi ctrl | S1P2 agonist | CYP2C19 inhib | CYP2C19 act | DAT uptake mod | S1P2 antag | PostGolgi yeast | sEH inhibitor | sEH activator
O=C(CSc1nnc(Cc2ccccc2)n1Cc1ccco1)NC12CC3CC(CC(C3)C1)C2 | 18 | 1 | 37 | 0.6 | 0.41 | -15 | -8 | 17 | -15
CN(C)S(=O)(=O)c1ccc2oc(SCC(=O)NCC(F)(F)F)nc2c1 | -2 | -5 | 15 | 0.9 | -0.026 | 13 | -4 | -20 | 19

# Further records follow:
SMILES,PostGolgi ctrl,S1P2 agonist,CYP2C19 inhib,CYP2C19 act,DAT uptake mod,S1P2 antag,PostGolgi yeast,sEH inhibitor,sEH activator
O=C1c2ccccc2C(Nc2ccccc2)N1c1ccc(Cl)cn1 (centres undefined),9,2,3,1,-0.28,-7,-7,·,·
Cc1ccc(C2CC(c3ccccc3Cl)n3nc(N)nc3N2)cc1 (centres undefined),40*,-6,24,0.8,-1.1,5,1,-7,9
N#CCSc1nc2ccc(N3CCOCC3)cc2c(=O)n1CCc1ccccc1,15,-1,13,0.9,0.15,-1,-7,2,-2
CCOc1ccc(S(=O)(=O)Nc2cc(OC)ccc2OC)cc1,6,0,100*,0,-1.9,-13,7,-19,23
